Bioassay records (PubChem)
M1 agonist = M1 muscarinic receptor agonists, primary screen, CHO-M1 cells, Fluo-4 calcium, agonist mode. Muscarinic acetylcholine receptor M1. Fluo-4 calcium fluorescence; hits give high values. B-score at 10 µM. 64,000 compounds, 3% hits;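 active = fluorescence rise, raw or as B-score row- and column-corrected plate score, outside the 99.7% band of its plate's samples, either direction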
HEK293 NFkB inh = inhibitors of PMA/ionomycin-induced NF-kB reporter, primary screen, antigen receptor NF-kB inhibitor project, cell-based, HEK-293 luciferase reporter, luminescence | HEK-293 NF-kB luciferase reporter | inhibition, % at 3 µM | 62,000 compounds, 0.21% hits | AID 465, 2006;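 active = inhibition above the mean of all tested compounds plus 3 SD, cut at about 40% in these data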;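 also: 0% = stimulated DMSO wells and 100% = 10 µM reference inhibitor 5653914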
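Signal: luciferase luminescence; Material: HEK-293 cells with stable firefly luciferase reporter driven by four HIV NF-kB elements; Probe or stimulus: PMA with ionomycin; Replication: tested once; Times: 1 h compound pretreatment, then 16 h stimulation at 37 °C, 5% CO2; Benchmarks: DMSO and 10 µM reference inhibitor; Evaluation: per-plate % inhibition versus controls.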
D1 allo mod = D1 CRE-luciferase signal change, two-sided – cell-based, HEK293 D1, dopamine EC30, D1 allosteric modulator project, primary screen. dopamine EC30 potentiation; actives deviate in either direction. B-score at 10 µM. 58,000 compounds, 5.9% hits. AID 641, 2007;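 active = luminescence count or its row- and column-corrected plate score outside the 99.7% band of the plate's sample wells, on either side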
S1P1 ag-PAM = S1P1 agonists and agonism potentiators, primary screen, cell-based, primary and confirmation screens, CRE-bla reporter; Sphingosine 1-phosphate receptor 1 (Homo sapiens), P21453; S1P1 CRE-bla cells, forskolin, beta-lactamase FRET, potentiator mode; S1P1 agonist co-added at EC20, 2 nM; 100% = saturating reference agonist, 0% = basal; activation, % at 9.5 µM; 56,000 compounds, 0.57% hits;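 active = activation above a cutoff set at the mean activation of all tested compounds plus 3 SD, cut at about 54% in these data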;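 also: forskolin at 4 µM as EC80 and the EC20 agonist is SEW2871; 100% = SEW2871 at its EC100 plus forskolin at EC80; some compounds past the cut are filed as inactive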
Jurkat tox 60K = cytotoxicity toward Jurkat T cells, primary screen, cytotoxicity control, cell-based, Jurkat E6.1, 60K MLSMR library | 56,000 compounds, 1.2% hits | Jurkat E6.1 viability, ATP luminescence, 48 h | inhibition, % at 4 µM;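 active = inhibition above the mean inhibition of all tested compounds plus 3 SD, cut at about 28% in these data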
S1P3 agonist = human S1P3 receptor agonists, primary screen, cell-based, primary and confirmation, NFAT-BLA reporter. Sphingosine 1-phosphate receptor 3 (Homo sapiens), Q99500. activation, % at 4.5 µM. S1P3 NFAT-BLA reporter cells, agonism, FRET ratio; relative to 1 µM S1P, basal subtracted. 60,000 compounds, 0.1% hits;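 active = activation above the screen-wide mean plus 3 SD, cut at about 4.5% in these data, passing the limit was not always enough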; also: some compounds called inactive have numbers as strong as hits
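Assay system: stable CHO line with human S1P3, Gα16, NFAT-BLA reporter; Detection: FRET β-lactamase substrate fluorescence, excitation 405 nm, 460/535 nm emission ratio, background-subtracted; Read-out: percent activation versus median 1 µM S1P response, basal-subtracted, per plate; Incubation: cells plated overnight, compound 4 h 37 °C, substrate 2 h RT.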
TNAP act DEA = human TNAP enzyme activators, primary screen, biochemical, luminescent, intermediate phosphate acceptor level | Alkaline phosphatase, tissue-nonspecific isozyme (Homo sapiens), P05186 | purified TNAP, CDP-star luminescence, 100 mM DEA, 30 min; hits give high values; scale: 0 levamisole-inhibited, 1 vehicle-only enzyme | activation factor at 20 µM | 64,000 tested, under 10 active | AID 813, 2007;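 active = activation factor of at least 2 at 20 µM, relative to controls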
Target sequence (P05186 whole entry, looked up): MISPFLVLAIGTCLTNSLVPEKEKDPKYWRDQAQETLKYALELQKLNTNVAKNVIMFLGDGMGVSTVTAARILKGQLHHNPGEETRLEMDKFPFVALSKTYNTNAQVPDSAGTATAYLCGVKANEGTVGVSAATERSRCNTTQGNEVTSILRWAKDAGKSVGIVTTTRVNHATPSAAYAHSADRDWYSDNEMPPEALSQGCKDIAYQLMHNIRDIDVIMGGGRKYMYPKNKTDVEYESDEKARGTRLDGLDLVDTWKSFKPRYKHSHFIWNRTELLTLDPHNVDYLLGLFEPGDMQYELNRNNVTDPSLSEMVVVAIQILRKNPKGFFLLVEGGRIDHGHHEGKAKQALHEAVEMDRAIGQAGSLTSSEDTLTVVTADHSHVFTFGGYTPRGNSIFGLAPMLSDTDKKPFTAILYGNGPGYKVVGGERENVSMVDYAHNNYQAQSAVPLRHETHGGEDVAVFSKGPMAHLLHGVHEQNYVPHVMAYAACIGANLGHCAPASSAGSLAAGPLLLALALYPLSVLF
M1 antag = antagonists of rat M1 muscarinic receptor. CHO-M1 cells, Fluo-4 calcium, ACh EC80 antagonist mode; hits give low values. B-score at 10 µM. Muscarinic acetylcholine receptor M1 (Rattus norvegicus), P08482. 64,000 compounds, 3.4% hits;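 active = calcium fluorescence response, raw or row-and-column corrected B-score, differing from the plate sample mean either way at a set confidence level, mostly lower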
Target sequence (P08482 whole entry, looked up): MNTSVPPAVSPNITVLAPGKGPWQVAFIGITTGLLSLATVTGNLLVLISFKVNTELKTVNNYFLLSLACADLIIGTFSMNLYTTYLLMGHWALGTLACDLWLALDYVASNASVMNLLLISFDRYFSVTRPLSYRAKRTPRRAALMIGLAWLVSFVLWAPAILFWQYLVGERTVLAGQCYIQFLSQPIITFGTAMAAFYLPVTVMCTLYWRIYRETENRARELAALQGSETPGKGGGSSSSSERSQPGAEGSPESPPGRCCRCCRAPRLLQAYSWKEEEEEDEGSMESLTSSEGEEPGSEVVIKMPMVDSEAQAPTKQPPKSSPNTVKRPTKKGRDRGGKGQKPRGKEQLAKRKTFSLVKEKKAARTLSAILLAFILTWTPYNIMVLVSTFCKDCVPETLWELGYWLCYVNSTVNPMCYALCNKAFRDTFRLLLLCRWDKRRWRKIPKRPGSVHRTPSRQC
E coli RNAP = E. coli RNAP inhibitors, biochemical | DNA-directed RNA polymerase subunit beta (Escherichia coli (strain K12)), P0A8V2 | E. coli RNA polymerase, fluorescence transcription assay | inhibition, %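 (tested at 10 µM)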 | 62,000 compounds, 0.2% hits | AID 559, 2006; in the data active = inhibition above about 20%;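 also: 0% = enzyme without compound and 100% = no enzyme blank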
* = called active by the depositor; . = no result given.

SMILES	M1 agonist	HEK293 NFkB inh	D1 allo mod	S1P1 ag-PAM	Jurkat tox 60K	S1P3 agonist	TNAP act DEA	M1 antag	E coli RNAP
COc1cc(C2C(C(C)=O)=C(O)C(=O)N2CCc2c[nH]c3ccccc23)ccc1O (configuration not stated)	0.044	-2	0.43	-20	-1	-0.9	0.9	0.032	7
O=C(Nc1ccc2c(c1)OCO2)c1cc(C2CC2)on1	1	-39	-2.7	13	8	-1.4	0.9	1.1	-4
O=C(CN1CCN(C2CCCCC2)CC1)c1ccc2cc[nH]c2c1	0.0054	6	0.039	-14	8	-1.4	0.9	0.19	-5
COC(=O)C1(S(=O)(=O)C2(C(=O)OC)CCCC2)CCCC1	-0.84	13	0.12	.	.	.	1	-0.0099	1
CCC(=O)N1CCc2cc(S(=O)(=O)NCCCN3CCN(Cc4ccccc4)CC3)ccc21	0.14	10	0.028	.	.	.	0.9	-0.41	2
O=C(NCc1ccco1)Nc1ccccc1Cl	-1.2	14	-2.3	.	2	0.5	0.9	-0.019	11
CCOC(=O)C1CCCN(c2c(N3CCN(c4cccc(Cl)c4)CC3)c(=O)c2=O)C1 (configuration not stated)	-1.4	6	0.23	8	-10	-0.8	1	1.2	8
Cc1ccc(NC(=O)N(Cc2ccco2)C(C)c2ccco2)cc1C (configuration not stated)	-0.72	0	0.097	-14	3	1.2	0.9	0.11	4
CCN(CC)CCN(Cc1cc2cc(C)ccc2[nH]c1=O)C(=O)Nc1ccccc1OC	.	19	.	8	3	-0.8	0.9	.	-1
CCC(C)NC(=O)C1c2cc(OC)c(OC)cc2C(=O)N(C)C1c1ccc(OC)cc1 (configuration not stated)	0.45	17	0.74	.	.	.	1	0.33	2
O=S1(=O)CCC(SCc2nc3sccn3c2Br)C1 (configuration not stated)	-0.95	10	-0.018	-9	2	-0.7	0.9	0.32	1
CC(C)Oc1ccc2nnnn2n1	-0.012	6	-0.44	6	-2	-0.6	1	-0.22	9
CCC(C)(C)n1nnnc1CN1CCN(c2nc3cc(OC)ccc3cc2C#N)CC1	-1.2	1	0.62	29	9	-0.8	1	-0.15	2
O=C(CSc1nc(N2CCCCC2)nc(N2CCCCC2)n1)NC1CCCCC1	-1.7	7	-0.4	0	8	-0.3	0.9	-1.2	4
C=CCn1c(SCC(=O)c2cc(C)n(Cc3cccs3)c2C)nnc1-c1ccncc1	0.69	12	0.11	22	2	-0.4	0.9	1.1	7
Cc1onc(-c2ccccc2Cl)c1C(=O)Nc1ccc(-n2nncc2-c2ccco2)cc1	-0.21	17	.	.	.	.	0.9	-1.9*	5
CCNC(=O)CN(Cc1ccccc1)S(=O)(=O)c1ccccc1	1.7	22	-0.27	1	-2	-2.4	1	-0.7	-8
CCCNS(=O)(=O)c1ccc(C(=O)NCC2CCCO2)cc1 (configuration not stated)	0.0023	15	-0.56	7	2	-1.6	0.9	0.85	-6
CCCN1CCN(C(c2cc3cc4c(cc3[nH]c2=O)OCO4)c2nnnn2C(C)(C)C)CC1 (configuration not stated)	-1.8	18	0.26	-10	0	-0.5	0.9	0.49	-4
Cc1cc(=O)n2c3c(sc2n1)C(=O)N(Cc1ccccc1)C3=O	-0.8	10	0.047	-15	2	-0.7	0.9	-0.28	4
O=C(NC1CCN(Cc2ccccc2)CC1)C1CCN(S(=O)(=O)c2cccc3cccnc23)CC1	0.31	-4	-0.28	1	6	-0.8	0.8	0.29	2
CC(C)OC(=O)CCC(=O)Nc1nc2ccccc2s1	-0.21	10	-1.9	-23	3	-1.2	0.9	-0.51	1
CCn1c(-c2cccc(Cl)c2)n[nH]c1=S	-0.11	8	0.72	134	1	-0.9	0.9	0.62	9
CCOc1ccc(NC(=O)NC2CCOC(C)(C)C2)cc1 (configuration not stated)	-0.4	4	0.38	-1	-8	-0.7	1	0.76	1
COc1ccc(C2SCC(=O)N2c2c(C)n(C)n(-c3ccccc3)c2=O)cc1 (configuration not stated)	-0.25	12	-0.031	-25	-4	-1.3	1	0.12	2
COc1ccccc1CC(=O)NCCc1ccc(S(N)(=O)=O)cc1	0.19	10	-0.34	-8	-7	-1.3	0.9	-0.076	8
CCOC(=O)c1cnc(-c2cccc(OC)c2)[nH]c1=O	-1.2	15	-0.17	.	-6	-1.0	0.9	-0.29	2
CSc1ccccc1NC(=O)CN(c1cc(C)cc(C)c1)S(C)(=O)=O	-0.091	15	.	-2	-9	-0.1	1	0.15	-1
c1ccc(-c2nn3c(-c4ccccc4)nnc3s2)cc1	0.08	11	6.3*	-15	-4	0.2	0.9	1.1	13
CCOc1ccc(N2CC(C(=O)NCc3cccc(C)c3)CC2=O)cc1 (configuration not stated)	0.17	0	0.65	-38	0	0.1	1	-0.1	7
O=C(NCc1cccnc1)c1noc2c1CCCCC2	0.13	27	0.26	5	-1	-1.2	0.9	0.29	-2
COc1ccc(Cl)cc1NC(=O)CN(c1ccccc1)S(=O)(=O)N(C)C	-0.59	14	-1.1	3	2	-1.5	1	0	-1
O=C(NCCN1CCN(c2ccccc2)CC1)c1cccn2c(=O)c3cc(Cl)ccc3nc12	-0.08	25	0.87	.	.	.	0.9	0.96	2
Cc1cc(C)c2c3c(c(-c4ccccc4)n2n1)c(=O)n(C)c(=O)n3C	0.74	-14	5.6*	-26	-6	-0.1	1	-0.27	5
CCN(CC)S(=O)(=O)c1cccc(C(=O)NCC(=O)OCC(=O)NCc2ccccc2)c1	-0.29	5	0.29	15	-6	-0.3	0.9	0.78	6
CCOc1ccc(C(=S)N2CCOCC2)cc1	-0.17	14	-0.34	-19	7	-1.7	0.9	1.1	6
COc1ccc(NC(=O)CSc2nnc(N)s2)cc1	-0.19	13	0.94	-15	-9	-1.5	0.9	1.9	5
Cc1scc(C(=O)Nc2ccon2)c1-c1ccccc1	0.83	9	1.4	2	-3	-0.8	0.9	0	8
CCSc1nc(O)c(C2OC(=O)c3c2ccc(OC)c3OC)c(=O)n1-c1ccccc1 (configuration not stated)	0.38	.	0.072	14	.	-1.7	0.9	0.51	11
O=C(CSc1ncn(-c2ccccc2)n1)Nc1ccc(Br)cn1	-0.52	19	1.5	.	.	.	0.9	0.13	2
CCOC(=O)N1CCC(O)(c2cc(C)c(C)cc2C)CC1	0.0089	4	-1	-9	-1	0.4	0.9	-1.9	-6
Cn1c(=O)[nH]c(=O)c2c1nc(N1CCN(Cc3ccccc3)CC1)n2CCCc1ccccc1	0.034	12	3.8	-24	2	-1.6	1	-2.5	9
COc1ccc(OC)c(C(=O)COC(=O)c2ccc(C)o2)c1	0.36	15	.	.	.	.	0.9	1.4	4
C=CCc1c(C)nc(SC)nc1Nc1ccc(C(=O)O)cc1	0.19	7	8.2*	15	-4	-0.2	0.9	0.25	6
CCOC(=O)COc1c(OC)cc(Cl)cc1C1NC(=O)NC(C)=C1C(C)=O (configuration not stated)	-0.19	3	0.15	-21	0	0.1	0.9	1.1	10

Arranged by formula weight (falling): part of the list above
SMILES	M1 agonist	HEK293 NFkB inh	D1 allo mod	S1P1 ag-PAM	Jurkat tox 60K	S1P3 agonist	TNAP act DEA	M1 antag	E coli RNAP
CCN(CC)S(=O)(=O)c1cccc(C(=O)NCC(=O)OCC(=O)NCc2ccccc2)c1	-0.29	5	0.29	15	-6	-0.3	0.9	0.78	6
CCOC(=O)COc1c(OC)cc(Cl)cc1C1NC(=O)NC(C)=C1C(C)=O (configuration not stated)	-0.19	3	0.15	-21	0	0.1	0.9	1.1	10
COc1ccc(OC)c(C(=O)COC(=O)c2ccc(C)o2)c1	0.36	15	.	.	.	.	0.9	1.4	4

(further entries)
SMILES	M1 agonist	HEK293 NFkB inh	D1 allo mod	S1P1 ag-PAM	Jurkat tox 60K	S1P3 agonist	TNAP act DEA	M1 antag	E coli RNAP
NC(=O)c1c(NC(=O)CN2CCOCC2)sc2c1CCC2	-0.86	4	0.75	-1	0	1.2	1	-0.043	6
Cc1ccc(-n2ncc3c(=O)n(-c4ccc(C)c(C)c4)c(C)nc32)cc1	2.2	14	-0.7	38	3	-1.9	0.9	-0.25	1
CC(C)=CC1C(C(=O)Nc2ccc(Br)cn2)C1(C)C (configuration not stated)	-0.0032	-8	-0.72	-12	-3	-0.6	0.9	-0.69	7
CSc1nc2sc3c(c2c(=O)[nH]1)CCC(C)C3 (configuration not stated)	0.54	.	.	-11	.	-2.0	0.9	0.45	-2
CCn1c(SCC(=O)NCCc2ccccc2)nnc1-c1cccs1	1.7	15	0.63	-20	-2	-0.1	1	-0.081	5
COc1ccc(OC)c(-n2c(SC)nnc2-c2c[nH]c3ccccc23)c1	0.78	6	0.044	11	5	-0.4	0.9	1.1	4
COc1ccc(-c2n[nH]c(C(F)(F)F)c2-c2cc3ccccc3o2)c(O)c1	-0.15	19	-0.026	.	.	.	1.3	0.13	7
Cc1sc2c(c1C)c(=O)n(-c1ccccc1)c1nncn21	1.1	.	0.69	.	.	.	0.9	-0.43	-1
COc1cccc(-c2nc(-c3ccc(NC(=O)c4cccnc4)cc3)no2)c1	0.23	-13	0.14	60*	-4	-0.9	0.9	0.29	4
CC(C)CCn1nnnc1C(c1ccc(F)cc1)N1CCC(C(N)=O)CC1 (configuration not stated)	-0.36	10	-0.76	-16	2	-0.4	0.9	-0.46	6
CCOC(=O)N1CCN(S(=O)(=O)c2cccc3cccnc23)CC1	-0.023	4	0.93	-16	-9	-0.6	0.9	-0.46	11
CC1CCc2c(C(=O)NCC3CCCO3)csc2C1 (configuration not stated)	1.1	10	-0.042	-18	5	0.4	0.8	-0.13	5
CCOC(=O)C1CCN(C(=O)N2CCOCC2)CC1	-0.24	12	-0.98	-31	10	-0.8	0.9	1.7	-8
CCOC(=O)C1=CSC2=NS(=O)(=O)CCN12	-0.43	4	.	.	.	.	0.9	-0.74	2
O=c1[nH]c2ccc(S(=O)(=O)Nc3ccc(-c4nnc5n4CCCCC5)cc3)cc2o1	-0.059	3	-5*	4	-6	-0.2	0.9	0.73	8
CCCCn1c2nc3ccccc3nc2c2c(=O)n(CC(C)C)cnc21	0.098	.	.	-22	.	-2.3	0.9	-1.5	2
CCn1nc(C(=O)OCC(=O)c2c[nH]c3ccccc23)c2ccccc2c1=O	6.1*	4	-3.2*	-50	-3	0.5	0.9	-1.3	3
COC(=O)c1c(F)c(F)c(NCCO)c(F)c1F	0.086	13	-0.21	-20	2	-0.8	1	-0.37	12
CCOC(=O)N1CCN(S(=O)(=O)c2ccc(F)c(C(=O)Nc3cccc(C)c3C)c2)CC1	0.37	11	0.17	-2	-1	1.8	1	-0.29	4
Cn1nnnc1Sc1ncnc2scc(-c3ccc(F)cc3)c12	-0.7	36	12*	-4	16	-0.9	0.9	-0.41	4
CC1(C)N=C(N)N=C(N)N1c1ccc(F)cc1F	0.27	7	-0.81	-31	-6	-0.8	0.9	0.055	4

Hits appear at their usual frequency; about 12% have a hit in one of these screens.
